# POLK inh – blocks human DNA polymerase kappa activity; purified Pol kappa, fluorescent DNA synthesis assay, 10 min; Potency, µM (doses to about 107 µM), without a hit: top-dose activity, negative = inhibition, actives largely listed as inhibitors; Q9UBT6; 0.53% of 400,000 active; also: % is scaled to controls: 0 for no effect and ±100 for the full control effect
#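 Kinetic fluorescence readout at 0 and 10 min followed reaction start with substrate at 50 nM final. Beforehand, enzyme (10 nM Pol kappa) stood 15 min with compound at room temperature; buffer-only wells were negative controls.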
# APEX1 inh – blocks human APE1 abasic DNA cleavage | P27695 | recombinant APE1, TAMRA/BHQ-2 abasic DNA cleavage fluorescence | Potency, µM (top dose mostly 65.8 µM), without a hit: at the top dose activity change, negative = inhibition, most hits filed as inhibitors | 0.35% of 350,000 active;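 also: plate controls were vehicle for no effect and reference inhibitor for full effect; nearly all actives have a fitted effect of over 55% in size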
# Target sequence (P27695 whole entry, looked up): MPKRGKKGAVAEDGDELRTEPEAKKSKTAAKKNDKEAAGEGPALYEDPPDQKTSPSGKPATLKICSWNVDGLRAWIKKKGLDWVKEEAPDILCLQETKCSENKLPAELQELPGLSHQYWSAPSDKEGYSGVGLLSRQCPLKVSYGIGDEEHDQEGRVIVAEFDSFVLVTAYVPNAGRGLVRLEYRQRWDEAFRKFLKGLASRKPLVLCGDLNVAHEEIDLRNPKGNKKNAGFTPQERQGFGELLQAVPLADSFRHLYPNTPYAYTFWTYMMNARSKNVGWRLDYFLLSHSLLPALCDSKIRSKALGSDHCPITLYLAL
#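 Substrate: short duplex with […] THF abasic site, 5'-TAMRA and 3'-BHQ-2, 50 nM final. APE1 at 0.75 nM, preincubated 15 min RT with compound. Fluorescence increase from first to third read measured activity.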
# Pol eta inh – inhibitors of human DNA polymerase eta. Potency, µM (top dose mostly 114 µM), inactives show at the top dose activity change, negative = inhibition, most hits filed as inhibitors. recombinant Pol eta, fluorescent DNA replication assay. 1.2% of 390,000 active. AID 588591. Q9Y253; also: % is scaled to controls: 0 for no effect and ±100 for the full control effect
#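 Pol eta at 10 nM preincubated with compounds 15 min at room temperature; reaction started with fluorescent substrate (50 nM final) and read kinetically at 0 and 10 min.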
# POLB inh – DNA polymerase beta (human) inhibition; P06746; Pol beta primer extension/strand displacement, fluorescence kinetic; Potency, µM (highest dose often 114 µM), inactives show at the highest dose activity change, negative = inhibition, hits mostly inhibitors; 1.3% of 340,000 active; AID 485314; also: % is scaled to controls: 0 for no effect and ±100 for the full control effect
#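 Enzyme-only controls used 10 nM Pol beta; buffer lacking enzyme served as negative control. Compound preincubated 15 min, then 50 nM substrate added; 0 and 10 min reads at room temperature.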
# BLM helicase inh – inhibitors of human Bloom syndrome helicase BLM | recombinant BLM DNA unwinding, fluorescence dequenching | P54132 | Potency, µM (doses to about 56.1 µM), inactives show top-dose activity change, negative = inhibition, actives largely listed as inhibitors | 0.2% of 350,000 active;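 also: plate controls were vehicle for no effect and no enzyme for full effect; nearly all actives have a fitted effect of over 35% in size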
# POLI inh – blocks human DNA polymerase iota activity; Pol iota fluorescent replication assay, 10 min; Potency, µM (doses to about 115 µM), for inactives: at the highest dose activity, negative = inhibition, hits mostly inhibitors; 1% of 390,000 active
# Target sequence (Q9UNA4 whole entry, looked up): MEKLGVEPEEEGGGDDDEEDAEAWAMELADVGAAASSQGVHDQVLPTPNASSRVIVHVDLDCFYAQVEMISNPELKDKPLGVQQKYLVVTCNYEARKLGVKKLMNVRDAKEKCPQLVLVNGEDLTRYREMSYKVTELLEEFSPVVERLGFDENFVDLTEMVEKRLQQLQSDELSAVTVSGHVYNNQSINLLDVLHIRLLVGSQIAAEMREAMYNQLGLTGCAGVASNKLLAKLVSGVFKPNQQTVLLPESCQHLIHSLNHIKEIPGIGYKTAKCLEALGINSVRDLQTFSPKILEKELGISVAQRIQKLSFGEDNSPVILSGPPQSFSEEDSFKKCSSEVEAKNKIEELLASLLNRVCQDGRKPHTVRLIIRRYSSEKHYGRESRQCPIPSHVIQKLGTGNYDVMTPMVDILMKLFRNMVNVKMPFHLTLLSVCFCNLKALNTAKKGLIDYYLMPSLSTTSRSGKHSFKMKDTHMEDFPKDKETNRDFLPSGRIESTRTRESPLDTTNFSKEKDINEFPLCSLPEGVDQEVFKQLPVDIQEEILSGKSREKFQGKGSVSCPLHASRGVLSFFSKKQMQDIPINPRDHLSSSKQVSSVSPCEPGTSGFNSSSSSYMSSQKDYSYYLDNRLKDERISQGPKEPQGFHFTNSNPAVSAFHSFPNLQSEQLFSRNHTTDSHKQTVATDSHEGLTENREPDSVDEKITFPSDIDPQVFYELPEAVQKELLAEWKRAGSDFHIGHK
#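 Pol iota at 10 nM preincubated 15 min with compounds at room temperature; reaction started with fluorescent substrate, 50 nM final. Fluorescence read kinetically at 0 and 10 min; buffer-only wells as negative control.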
# Anesthetic bind – candidate novel general anesthetic via apoferritin binding | apoferritin/1-aminoanthracene competitive binding, fluorescence | Potency, µM (doses to about 77.5 µM), without a hit: at the top dose activity change, negative = displacement, actives largely listed as inhibitors | 0.074% of 350,000 active | AID 485281; also: % is scaled to controls: 0 for no effect and ±100 for the full control effect; nearly all actives have a fitted effect of over 20% in size
#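 Probe: 1-aminoanthracene (50% saturated, PBS). Protein: horse-spleen apoferritin, 10 uM. Incubation: 10 min, room temperature. Detection: 380 nm excitation, 535 nm emission. Analysis: normalized response, four-parameter Hill.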
# G9a inh – inhibitors of human histone lysine methyltransferase G9a; G9a H3K9 monomethylation, AlphaScreen, 2 h; Potency, µM (highest dose often 102 µM), inactives show at the top dose activity, negative = inhibition, actives largely listed as inhibitors; 8.8% of 350,000 active; also: % is scaled to controls: 0 for no effect and ±100 for the full control effect; nearly all actives have a fitted effect of over 75% in size
#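 G9a (20 nM) preincubated 15 min RT with compounds, then 500 nM biotinylated H3K9 peptide and 20 uM SAM added; 2 h RT reaction. Monomethyl-H3K9 product detected by AlphaScreen with anti-H3K9me1 antibody, streptavidin donor and anti-rabbit IgG acceptor beads.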
# BAZ2B block – inhibitors of human BAZ2B bromodomain; Q9UIF8; AlphaScreen BAZ2B-H3K14Ac peptide displacement; Potency, µM (series often up to 114 µM), for the others: top-dose activity change, negative = inhibition, actives largely listed as inhibitors; 4.4% of 360,000 active; also: % is scaled to controls: 0 for no effect and ±100 for the full control effect; nearly all actives have a fitted effect of over 60% in size
#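 AlphaScreen displacement: compounds (up to 110uM) incubated 30 min at room temperature with a preformed 50 nM BAZ2B/50 nM biotinylated H3K14Ac peptide complex in PBS pH 7.4 with Tween-20. Donor and acceptor beads at 10 ug/mL final added, 20 min light-protected before reading.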
# * hit, by the source's call; ? = inconclusive; · = not tested or not shown; & = joins results of further samples; [ ] = dose if it differs, or a comment. Calls follow the shape of the dose curve; as a rule, active = well fitted curve in the direction sought with a large enough effect; inconclusive = small, poorly fitted or top-dose-only effect, or another doubt; inactive = no such curve, though single readings can be large; an effect the other way counts as inactive or inconclusive. Potency is read from the fitted curve at half-maximal effect. This is a subset; count on the stated rates, not on these rows.
SMILES,POLK inh,APEX1 inh,Pol eta inh,POLB inh,BLM helicase inh,POLI inh,Anesthetic bind,G9a inh,BAZ2B block
Cc1cccc(S(=O)(=O)C(C#N)c2nc3ccccc3nc2N2CCOCC2)c1 (centres undefined),-7%,4%,-3%,4%,-2%,?,111%[activator],?,-32%
C[C@@H](CSc1ccc(Br)cc1)CN1CC[C@H](C(C)(C)C)CCC1=O,10%&-7%,8%,-16%,·,·,13%&8%,·,17%[2.33 µM],30%
CN(C)C(=O)CSC1c2ccccc2C(=O)N1c1ccccc1 (centres undefined),-6%,2%,-4%,-4%,-1%,13%,-15%,-2%,-19%
O=C(c1ccc(F)cc1F)N1CCN(c2ccccn2)CC1,-2%,13%,6%,-1%,-2%,24%,-3%,5%,-14%
CN(C)C(=O)CSc1cccc2cccnc12,-18%,1%,2%,0%,2%,9%,3%,?,9%
CCC(CC)C(=O)N=C1SC2CS(=O)(=O)CC2N1CCc1ccc(OC)c(OC)c1 (centres undefined),-9%,2%,-6%,0%,-7%,113%[activator],-3%,?,-2%
Cc1nn(-c2ccccc2)c(OC(=O)c2ccc(F)cc2)c1S(=O)(=O)c1ccccc1,-21%,·,-17%,3%,4%,-4%,-2%,?,?
CCOCCCN(C(=O)c1snc(C(N)=O)c1N)C(C(=O)NCCC(C)C)c1ccc(F)cc1 (centres undefined),-12%,-7%,-8%,34%,-4%,-1%,-14%,·,-6%
CCCn1c2ccccc2c2cnn(CC(=O)N(CCCOC)Cc3ccco3)c(=O)c21,-14%,·,-12%,-2%,-3%,8%,-9%,-45%[59 µM],-38%
Cc1ccnc(NS(=O)(=O)c2ccc(NC(=O)C3CCCCC3)cc2)n1,-4%[60.1 µM],0%,-9%,7%,-1%,9%,-9%,?,-4%
CCCN1CCN(C(=O)c2cc3c(s2)-c2ccccc2OC3)CC1,6%,16%,-4%,2%,5%,37%[activator],403%[activator],2%,-36%
O=C(Nc1cccc(Cl)c1)Nc1ccc(Br)cc1F,-14%,-5%,-16%,-6%,-5%,26%,-1%,25%[59 µM],9%
Cc1c(Cl)cnc(NC(=O)COC(=O)C(NC(=O)c2ccco2)C(C)C)c1Cl (centres undefined),-4%,1%,89µM*,45µM*,-12%,?,-16%,?,?
COc1ccc(N2CCN(C(=O)c3cccc(NS(=O)(=O)c4cccc(F)c4)c3)CC2)cc1,-8%,5%,-7%,1%,-1%,-20%,-22%,·,40µM*
CCn1c(=N)n(CC(O)COc2ccc(C)cc2)c2ccccc21 (centres undefined),-9%,-10%,-6%,?,-9%,26%,-10%,0%,-4%
COc1ccc(NC(=O)CSc2ncc3c(n2)-c2cc(Cl)ccc2N(Cc2ccccc2F)S3(=O)=O)cc1,-4%,·,-10%,-3%,-2%,3%,-8%,3%[59 µM],1%
Cc1ccc(NC(=O)Cn2nc(C(=O)O)c3ccccc3c2=O)cc1S(=O)(=O)N1CCOCC1,-7%,30%,-10%,·,·,4%,·,-6%[12.7 µM],-3%
CCN(CC)CCNC(=O)c1cc2c(=O)n(CC)c3ccccc3c2s1,14%,-2%,-7%,31%,-3%,20%,-7%,19%[2.33 µM],4%
CC(C)COC(=O)C(C)Nc1n[nH]c(=S)[nH]c1=O (centres undefined),-17%,?,-1%,27%,2%,?,-10%,-1%,-14%
CCOC(=O)C1(CCc2ccccc2)CCN(C(=O)CN2CCOC2=O)CC1,13%,1%,-6%,8%,-3%,27%,-6%,25%,40%[activator]
C=CCn1c(SC(C)C(=O)NC2CC2)nnc1-c1ccoc1C (centres undefined),-11%,9%,-19%,·,·,22%,·,10%[0.501 µM],1%
COC(=O)N/N=C\c1c(C)[nH]n(-c2ccccc2)c1=O,-3%,-2%,-7%,23%,-2%,66%[activator],-6%,1.8µM*,?
O=C(O)c1ccc(N2C(=O)CC(SC(=NCc3ccc4c(c3)OCO4)Nc3ccccc3)C2=O)cc1 (centres undefined),12%,-1%,2%,24%,-3%,-14%,-2%,·,?
COc1cc(C2c3c(oc4ccccc4c3=O)C(=O)N2CCN2CCOCC2)cc(OC)c1OC (centres undefined),-8%,-2%,1%,-27%,-2%,11%,-14%,?,-27%
CCc1nnc(NC(=O)CSc2nnc(CNc3ccc(Cl)cc3)o2)s1,-19%,-8%,3%,10%,1%,-8%,-18%,2%[2.33 µM],-1%
O=C(Cn1c(=S)[nH]c2ccccc2c1=O)N1CCN(c2ccccc2)CC1,-5%,12%,9%,8%,-4%,81%[activator],-7%,?,-7%
Cc1ccc(C)c(NC(=O)CN(C)C(=O)c2ccccc2OCc2c(C)noc2C)c1,4%,3%,-16%,·,·,-22%,·,5%[59 µM],6%
O=S(=O)(c1ccccc1F)N1CCCc2ccccc21,3%,-5%,-17%,1%,-4%,24%,-12%,-8%[2.33 µM],44%[activator]
O=C(O)COCC(=O)Nc1ccc2c(c1)CCC2,-2%,4%,-10%,2%,0%,20%,-13%,-25%[59 µM],-14%
Cc1ccc(NC(=O)c2c(C)noc2C)cc1S(=O)(=O)N1CCOCC1,-16%,48%[activator],-18%,·,·,31%[activator],·,·,·
CC1CCCN(C2(O)C(=O)Nc3c(C(F)(F)F)cccc32)C1 (centres undefined),6%,18%,-8%,2%,0%,-26%,?,-4%,1%
CC(C)NC(=O)/C(=N\O)c1ccccc1,-12%,-3%,-9%,29%,-3%,3%,-10%,·,5%
COc1cccc(C2CC(=O)Nc3c2ccc(C)c3C)c1OC (centres undefined),4%,·,-14%,-2%,-2%,24%,-9%,2%[59 µM],-13%
Cc1ccc(NC(=O)CCn2nc(-c3ccccc3)c3ccccc3c2=O)c(C)c1,-21%,·,-17%,1%,-11%,-8%,-12%,-27%[59 µM],?
CCOc1cc(N2CCOCC2)c(OCC)cc1NC(=O)CCS(=O)(=O)c1ccc(Cl)cc1,-16%,14%,2%,14%,1%,15%,?,22µM*,·
O=C(/C=C/c1ccccc1)N/C(=C/c1ccccc1)C(=O)Nc1ccc(C(=O)O)cc1,-4%,3%,-5%,-1%,3%,177%[activator],-10%,2%,-6%
Cc1ccc(NC(=O)CNc2cc(S(=O)(=O)N3CCOCC3)ccc2NCC2CCCO2)cc1F (centres undefined),-18%,23%,-9%,-15%,-8%,12%,?,45µM*,?
C=CCOC(=O)N1CCN(c2cccc(C(F)(F)F)c2)CC1,-9%,-2%,-11%,-1%,-4%,10%,-23%,37%,27%
O=C(CCCc1cccs1)Nc1nccs1,-10%,-1%,12%,-11%,0%,5%,?,7%,-1%
Cc1ccc(S(=O)(=O)N2CCCCC2)cc1NC(=O)CCNC(=O)c1ccccc1,-11%,-5%,-11%,·,·,?,·,·,·

# Copied from the list:
# Cc1ccc(NC(=O)CNc2cc(S(=O)(=O)N3CCOCC3)ccc2NCC2CCCO2)cc1F (centres undefined) in BLM helicase inh is entered as -8%
# CC1CCCN(C2(O)C(=O)Nc3c(C(F)(F)F)cccc32)C1 (centres undefined) in BLM helicase inh is entered as 0%

# The listing continues.
SMILES,POLK inh,APEX1 inh,Pol eta inh,POLB inh,BLM helicase inh,POLI inh,Anesthetic bind,G9a inh,BAZ2B block
O=C1NCCCC1C(=O)N/N=C/c1cc([N+](=O)[O-])ccc1O (centres undefined),-5%,23%,8%,19%,1%,26%,-2%,47%[12.7 µM],50µM*
COc1ccc(/C=N/N2C(C)CCCC2C)cc1O (centres undefined),-7%,3%,-3%,41%,0%,140%[activator],-15%,5%[2.33 µM],9%
C/C=C\C=C/C(=O)Nc1cccc(C2=NOC3(C2)C[C@@H](C(N)=O)N(C(=O)c2ccc(Cl)cc2)C3)c1 (some centres undefined),-2%,13%,-9%,-10%,1%,4%,?,?,?
Cn1c(SCC(=O)N2CCCCCC2)nnc1-c1ccco1,0%,10%,-7%,24%,-6%,21%,-5%,?,4%
COc1cc(C2C(C#N)=C(N)OC3=C2C(=O)CCC3)c([N+](=O)[O-])cc1OC (centres undefined),89µM*,1%,20µM*,2%,-21%,7.1µM*,-9%,·,?
COc1ccccc1-c1nnc(SC/C(O)=C(\C#N)c2nc3ccccc3[nH]2)n1C1CCCCC1,-6%,20%,?,-26%,-4%,10%,-8%,32µM*,-8%
COc1ccc(-c2csc(NC(=O)c3cc(=O)c4ccccc4o3)n2)cc1OC,-3%,-5%,-12%,-16%,-1%,?,0%,-26%,-10%
CCn1c(=O)cc(SCC(=O)N2CCN(c3ccccc3F)CC2)c2ccccc21,3%&5%,-2%,-20%&-21%,0%&-17%,-3%&-2%,29%&30%,?,10%[59 µM],-34%&-39%
C=C(C)C1CC=C(CN2CCC(C(=O)OCC)CC2)CC1 (centres undefined),-18%,-3%,-1%,20%,-2%,-15%[58.9 µM],-12%,?,-25%
CCCCCNC(=O)C1CCC(Cn2c(=O)c3sccc3n(CC)c2=O)CC1 (centres undefined),23%,·,-23%,5%,0%,9%,54%[activator],3%[59 µM],-2%

# Records listed so far marked active in Pol eta inh.
molecule | POLK inh | APEX1 inh | Pol eta inh | POLB inh | BLM helicase inh | POLI inh | G9a inh | BAZ2B block
Cc1c(Cl)cnc(NC(=O)COC(=O)C(NC(=O)c2ccco2)C(C)C)c1Cl (centres undefined) | -4% | 1% | 89µM* | 45µM* | -12% | ? | ? | ?
COc1cc(C2C(C#N)=C(N)OC3=C2C(=O)CCC3)c([N+](=O)[O-])cc1OC (centres undefined) | 89µM* | 1% | 20µM* | 2% | -21% | 7.1µM* | · | ?

# The listing continues.
SMILES,POLK inh,APEX1 inh,Pol eta inh,POLB inh,BLM helicase inh,POLI inh,Anesthetic bind,G9a inh,BAZ2B block
CCCCN1CCc2c([nH]c3ccccc23)C1=O,-3%,-1%,-5%,25%,1%,12%,-4%,6%[12.7 µM],8%
Cc1c(Cl)cccc1NC(=O)CNC(=O)C1CCN(C(=O)Nc2ccccc2)CC1,20%,28%,-14%,·,·,-11%,·,2%[59 µM],-3%
COCCn1c(SCC(=O)Nc2cccc(S(N)(=O)=O)c2)nc2ccccc21,-3%,-3%,5%,18%,-2%,6%,0%,-4%,12%
O=c1ccc2cc(S(=O)(=O)Nc3ccc(OC(F)(F)F)cc3)ccc2[nH]1,-21%,·,5%,-11%,-7%,-6%,10%,?,-37%
